Screening results deposited in PubChem by ICCB-Longwood Screening Facility, Harvard Medical School.
PV pol inh: poliovirus RdRp elongation inhibitors, primary screen, biochemical, fluorescence polarization, total intensity; Genome polyprotein (Poliovirus type 1 (strain Mahoney)), P03300; poliovirus polymerase elongation; hits give low values; % elongation, % (compound at 16.7 µg/mL); 150,000 tested, 0.66% active; AID 588519, 2011; in the data active means % elongation below about 90%; further: some results filed as inactive read as strong as hits
Target sequence (P03300 1749-2209 limits assumed): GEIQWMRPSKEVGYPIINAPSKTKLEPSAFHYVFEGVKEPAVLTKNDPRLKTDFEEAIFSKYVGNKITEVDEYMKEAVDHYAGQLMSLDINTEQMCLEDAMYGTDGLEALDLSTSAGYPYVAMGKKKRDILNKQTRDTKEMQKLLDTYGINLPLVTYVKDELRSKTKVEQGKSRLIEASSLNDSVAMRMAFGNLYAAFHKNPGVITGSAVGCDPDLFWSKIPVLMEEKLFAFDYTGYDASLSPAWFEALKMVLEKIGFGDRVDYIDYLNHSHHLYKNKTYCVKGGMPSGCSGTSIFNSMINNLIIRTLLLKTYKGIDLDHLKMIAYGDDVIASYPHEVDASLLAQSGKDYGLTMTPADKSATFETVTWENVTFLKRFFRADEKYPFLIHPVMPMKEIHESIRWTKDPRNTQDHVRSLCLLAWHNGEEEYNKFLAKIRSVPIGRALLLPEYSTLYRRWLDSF
PV pol inh FP z-score: further read-out of PV pol inh, marked with its call; z-score; measured here: FP z-score; hits read low
Active calls of the source: *. This is a subset; the hit share may differ from the screen's.

A first look (two entries):
SMILES	PV pol inh	PV pol inh FP z-score
C1=CC2C=CC1c1ccccc12	102.0	0.2
CC(C(=O)c1ccccc1)[n+]1ccc2ccccc2c1 (stereo unspecified)	104.0	0.4

Results, repeating the preview:
SMILES	PV pol inh	PV pol inh FP z-score
C1=CC2C=CC1c1ccccc12	102.0	0.2
CC(C(=O)c1ccccc1)[n+]1ccc2ccccc2c1 (stereo unspecified)	104.0	0.4
Cc1nn(-c2ccccc2)c2c1cc1c(=O)[nH]c(=O)nc-1n2-c1cccc(C(F)(F)F)c1	109.0	0
Cc1cc(-n2c(C)cc(CNC3CCN(Cc4ccccc4)C3)c2C)no1 (stereo unspecified)	105.0	0.2
O=C(NCc1cccs1)c1cc(=O)[nH]c2ccc(S(=O)(=O)N3CCCC3)cc12	101.0	-0.1
O=C(NCCC(=O)N1CCN(C/C=C/c2ccccc2)CC1)c1ccc(Cl)cc1	104.0	0.5
Cc1ccc(C(=O)c2oc3ccccc3c2NC(=O)COc2ccccc2C)cc1	107.0	0.3
CN(C)C(=O)N1CCC(Cc2ccccc2)CC1	102.0	0.4
CC(=O)n1c2ccccc2c2cc(Cl)ccc21	103.0	0.3
Cc1cc(NC(=O)c2ccc(NS(=O)(=O)c3ccc(F)cc3)cc2)no1	102.0	-0.2
Cc1ccc(OCCn2c(C3CC(=O)N(Cc4ccc(F)cc4)C3)nc3ccccc32)c(C)c1 (stereo unspecified)	103.0	-1
c1ccc2nc3c(nc2c1)CCCC3	103.0	0.3
O=c1c(-c2ccccc2)nnc2c3ccccc3ncn12	104.0	0.4
NC(=O)C1CCN(C(=S)NCCc2ccccc2)CC1	100.0	-0.4
Cc1cc(C)cc(NC(=O)CN2C(=O)c3ccccc3Sc3ccc(C(=O)N4CCCC4)cc32)c1	108.0	0.4
COc1cc(C(=O)Nc2ccccc2-c2nc(-c3ccccc3)no2)cc(OC)c1OC	106.0	-0.1
CCCNC(=O)C1CCN(c2cc(C)nc3c(-c4ccc(OC)c(OC)c4)c(C)nn23)CC1	106.0	0.3
CC(C)NC(=O)c1ccc(S(=O)(=O)N(C)C)cc1	101.0	0.2
Cn1c(-c2ccc(N)cc2)nc2ccccc21	102.0	0.3
O=C(CSc1nc2c(c(C(F)(F)F)n1)CCCCC2)NCCC1=CCCCC1	103.0	0.6
CC(=O)NC1C(=O)N(C)N=C1c1ccccc1 (stereo unspecified)	104.0	0.7
CN1CCN(NC(=O)CN(C)S(=O)(=O)c2cc(Cl)ccc2Cl)CC1	101.0	0.1
CCCC(=O)Nc1cc(C(=O)NC2CCCCC2C)ccc1S(=O)(=O)c1ccc(C)cc1 (stereo unspecified)	100.0	-0.9
Cc1ccc(CNC(=O)Cn2c(=O)n(-c3ccccc3)c(=O)c3c2c2cc(C)ccc2n3C)cc1	111.0	0.7
CCC(C(=O)NC1CCC(C)CC1)n1nc(C)c2sc3ccccc3c2c1=O (stereo unspecified)	115.0	0.5
Cc1ccc(CC(C#N)Sc2nnc(C(C)N3CCCCC3)n2-c2ccc(F)cc2)cc1 (stereo unspecified)	104.0	0.5
COc1cccc(NC(=O)Nc2ccc3nc4n(c(=O)c3c2)CCC4)c1	103.0	0.1
CC1=C(C(N)=O)C(c2ccc(F)cc2)n2nc(-c3ccccc3Cl)nc2N1 (stereo unspecified)	104.0	-0.1
COc1cccc(-c2ccnc3c(-c4ccc(F)cc4)c(C)nn23)c1	111.0	1.9
Clc1ccc(-c2nc(NCc3ccco3)c3ccccc3n2)c(Cl)c1	105.0	0.6
CC1COC(c2cccn2Cc2ccc(Cl)cc2)=N1 (stereo unspecified)	98.0	-1.7
CCOC(=O)C1=C(O)/C(=C/c2ccc(N3CCOCC3)o2)SC1=Nc1ccc(OCC)cc1	73.0	-7
CN1CCN(C(CNC(=O)c2cccc(F)c2)c2ccc(F)cc2)CC1 (stereo unspecified)	106.0	1.3
CCC1CSC(Nc2ccccc2)=N1 (stereo unspecified)	103.0	0.6
O=C(Nc1ccc(F)cc1)c1ccc2c(=O)n3c(nc2c1)CCCCC3	98.0	-0.8
CCOc1ccc(-c2nnc(SCC(=O)NCCc3ccccc3)nc2-c2ccc(OCC)cc2)cc1	108.0	-0.1
CC1CN(C(=N)N)CC(C)O1 (stereo unspecified)	106.0	0.3
COCCNC(=O)Cn1nc(C)c(NC(=O)c2cc(-c3ccc(F)cc3)no2)c1C	106.0	2.5
O=C(CSc1ncccc1C(=O)O)NC1CCCCC1	100.0	-0.5
O=C(CSc1nc2c([nH]c3ccccc32)c(=O)n1-c1ccccc1)N1CCCc2ccccc21	99.0	-1.9

Reprinted from the listing for reference:
SMILES	PV pol inh	PV pol inh FP z-score
CC(=O)NC1C(=O)N(C)N=C1c1ccccc1 (stereo unspecified)	104.0	0.7
CN1CCN(NC(=O)CN(C)S(=O)(=O)c2cc(Cl)ccc2Cl)CC1	101.0	0.1
CCCC(=O)Nc1cc(C(=O)NC2CCCCC2C)ccc1S(=O)(=O)c1ccc(C)cc1 (stereo unspecified)	100.0	-0.9
Cc1ccc(CNC(=O)Cn2c(=O)n(-c3ccccc3)c(=O)c3c2c2cc(C)ccc2n3C)cc1	111.0	0.7
CCC(C(=O)NC1CCC(C)CC1)n1nc(C)c2sc3ccccc3c2c1=O (stereo unspecified)	115.0	0.5
Cc1ccc(CC(C#N)Sc2nnc(C(C)N3CCCCC3)n2-c2ccc(F)cc2)cc1 (stereo unspecified)	104.0	0.5
COc1cccc(NC(=O)Nc2ccc3nc4n(c(=O)c3c2)CCC4)c1	103.0	0.1

Remaining list, next part:
SMILES	PV pol inh	PV pol inh FP z-score
CC(NC(=O)C1CCN(C(=O)c2cc3sccc3n2C)CC1)C12CC3CC(CC(C3)C1)C2 (stereo unspecified)	105.0	1.6
CC(=O)NC(CC(=O)O)c1ccccc1 (stereo unspecified)	104.0	0.9
CN1C2=NCCN2C(=O)c2ccccc21	101.0	-0.1
Brc1ccc2[nH]cc(/C=N/N3CCCCC3)c2c1	104.0	0.3
Cc1nc(-c2cc(C#N)c(Sc3cccc(C(F)(F)F)c3)nc2C)cs1	109.0	0.6
Cc1ccc(C)c(OCCn2cc(C(=O)c3ccco3)c3ccccc32)c1	101.0	-0.6
COc1cccc(NC(=O)Nc2cccc(-c3cn4cccnc4n3)c2)c1	111.0	1.5
O=C(Cn1ncc(Cl)c(Cl)c1=O)N1CCCCCC1	92.0	-1.2
CN(c1ccccc1)c1ncnc2c1cnn2C	108.0	0.2
CCN(CCCNC(=O)Cn1ncc2c([nH]c3ccc(C)cc32)c1=O)c1ccccc1	101.0	-0.2
C=CCOC(=O)c1sc(N2C(=O)c3oc4ccc(F)cc4c(=O)c3C2c2ccc(O)cc2)nc1C (stereo unspecified)	102.0	0.2
CCn1cc(/C=C(\NC(=O)c2ccccc2)C(=O)NCc2ccco2)c2ccccc21	103.0	0.3
CCN1C2OC(C3OC4C(O3)N(CC)S(=O)(=O)N4CC)OC2N(CC)S1(=O)=O (stereo unspecified)	104.0	0.8
O=C(Nc1ccccc1)N(C1=NCCC1)c1ccccc1	104.0	0.3
O=C1O[C@@H]2C[C@H]3C[C@@H]2[C@@H]1[C@H]3C(=O)N1CCC(C(O)(c2ccccc2)c2ccccc2)CC1	100.0	-0.1
Cc1ccc(-n2nnnc2SCC(=O)Nc2cccc3nsnc23)c(C)c1	106.0	0.4
O=C(NC1CC(=O)N(c2cccc(F)c2)C1)C1CCCCC1 (stereo unspecified)	109.0	0.4
COc1cc(OC)cc(-c2nc3nc(C)c(CCC(=O)Nc4ccc(F)cc4F)c(C)n3n2)c1	103.0	-1
O=C(Cn1cc(S(=O)(=O)c2ccccc2)c(=O)c2cc3c(cc21)OCO3)Nc1ccccc1	102.0	-1.3
Cc1ccc(N=C2N=C(N)c3ccccc32)c(C)c1	102.0	0.1
Cc1cc2nc3ccc(=[N+](C)C)cc-3sc2cc1N	2.0*	-9.7*
CCCN1C(=O)SC(CC(=O)Nc2ccc(C(=O)OCC)cc2)C1=O (stereo unspecified)	102.0	0.2
COc1ccc(-c2noc(CN(C(=O)COc3cc(C)c(Br)c(C)c3)C(C)C)n2)cc1	109.0	0.6
COc1ccc(-c2c(C(F)(F)F)nn(C)c2NC(C)=O)cc1	103.0	0.4
CC(=Nc1ccc(Cl)cc1)c1cccs1	104.0	0.1
CN=Cc1cc(-c2ccccc2)n(C)c1S	101.0	-0.1
CCn1c(=O)cc(OCC(=O)Nc2cc(Cl)c(OC)cc2OC)c2ccccc21	105.0	0
CCOc1ccc(-n2c(SC(C)C(=O)NCc3ccco3)nnc2-c2ccccc2Cl)cc1 (stereo unspecified)	102.0	-0.3
COc1ccccc1C(C)NC(=O)c1ccc(=O)[nH]c1 (stereo unspecified)	99.0	-0.2
O=C(NC1CC(=O)N(c2cccc(F)c2)C1)C1CCCC1 (stereo unspecified)	106.0	-0.2
COC(=O)CN(C#N)c1nc(C)cc(C)n1	97.0	-1.2
COc1ccc(N2CN(S(=O)(=O)c3ccc(NC(C)=O)cc3)c3nc4ccccc4nc32)cc1	100.0	-0.4
CC1CN=C(N(C(=O)Nc2cccc(Cl)c2)C2CCCCC2)S1 (stereo unspecified)	105.0	0.1
O=C(O)c1ccccc1NCc1ccccn1	100.0	-0.5
CCN(CC)c1cc(C)c2cc(NC(=O)c3cccc(OC)c3OC)ccc2n1	106.0	0.4
CCCCn1c(=O)n(CC(=O)NC2CCCCC2C)c(=O)c2c1ncn2CCC(C)C (stereo unspecified)	98.0	-0.6
COc1ccc(-c2cc3nc(C)c(CCC(=O)NC(C)c4cccs4)c(C)n3n2)c(OC)c1 (stereo unspecified)	101.0	-0.6
CC(C)OC(=O)CN1C(=O)c2ccc(C(=O)OC(C)C)cc2C1=O	101.0	-0.2
O=C(CSc1nnc(-c2ccco2)o1)N1N=C2/C(=C/c3ccco3)CCCC2C1c1ccco1 (stereo unspecified)	101.0	-0.5
CCOC(=O)c1c(C)[nH]c(C(=O)OCc2cccc(OC)c2)c1C	98.0	0
CCn1c(C)cc2c(c1=O)C1(C(=O)Nc3ccccc31)C(C(=O)OC)=C(N)O2 (stereo unspecified)	101.0	-0.5
CN(C)c1ccc(/C=C(\C#N)C(N)=C(C#N)C#N)cc1	69.0	-9.5
COc1cc2c(cc1OC)CN(C(=O)CSc1nc(C)cc(C)c1C#N)CC2	101.0	0.1
CCOC(=O)c1c(-c2ccccc2)oc2ccc(O)c(CN3CCCC3)c12	101.0	-0.1
Cc1cccc(C(=O)OCC(=O)NC2CCS(=O)(=O)C2)c1C (stereo unspecified)	99.0	-0.2
O=C(C1CC1)N(Cc1ccccn1)c1nc2ccccc2s1	99.0	-1.1
COc1ccccc1N1C(=O)S/C(=C\c2ccccc2)C1=O	103.0	0.5
O=C(c1ccc(N2CCOCC2)cc1)c1cccs1	102.0	0.1
CC(C)Cn1c(SCC(=O)Nc2sccc2C#N)nnc1-c1ccco1	101.0	-0.3
c1coc(CN2CCNCC2)c1	102.0	0.2
Cc1ccc(CSc2ccc(-c3cccs3)nn2)cc1	107.0	0.1
O=C(c1ccco1)N1CCN(c2nc3c(Cl)cccc3s2)CC1	101.0	-1.5
Cn1c(=NC(=O)c2ccc(S(=O)(=O)N3CCCCC3)cc2)sc2c3ccccc3ccc21	102.0	0
CCN(C(=O)c1ccc2c(=O)n3c(nc2c1)CCCCC3)c1cc(C)ccc1C	102.0	-1.6
CC(C)N(C(=O)CSc1ncnc2ccccc12)c1ccccc1	104.0	1.2
Oc1ccc(Nc2nc(-c3ccc(O)cc3)cs2)cc1	100.0	-0.2
CN(C)S(=O)(=O)Nc1ccc(Oc2ccccc2)cc1	98.0	-0.9
CC(C)Cn1c(SCC(=O)c2ccc[nH]2)nnc1-c1ccco1	104.0	0.2
Cc1cc(NC(=O)CCNS(=O)(=O)c2cccc3nsnc23)ccc1Br	103.0	-0.4
O=C(Cc1ccc(Cl)cc1)N1CCOCC1	103.0	0.7
Carrying on:
SMILES	PV pol inh	PV pol inh FP z-score
COCCCn1c(=O)cc(C)[nH]c1=S	105.0	0.9
CN(CCC#N)C(=S)Nc1ccc(F)cc1	110.0	1.3
COc1ccccc1C(=O)Nc1cc2c(cc1N1CCCC1)n(C)c(=O)c(=O)n2C	112.0	1.1
O=C(O)C1CCCN1S(=O)(=O)c1ccccc1C(F)(F)F (stereo unspecified)	111.0	0.5
CC(C)N1CCC(=NNc2cccc(C(=O)O)c2)CC1	103.0	0.2
CCN1CCN(CCCNC(=O)c2ccc3c(c2)sc2nc(-c4ccc(OC)cc4)cn23)CC1	96.0	-2.3
C1CCc2sc(NCC3CCCO3)nc2C1 (stereo unspecified)	106.0	0.8
CCN1C(=O)c2ccccc2Sc2ccc(NC(=O)c3ccc(C#N)cc3)cc21	108.0	0.4
O=c1c2ccccc2c(C=Nc2cccc(O)c2)c(O)n1-c1cc(Cl)ccc1N1CCOCC1	103.0	0.2
Cc1cccc(CCNC(=O)CCc2c(C)nc3ncnn3c2C)c1	109.0	0.5
O=C(Cc1ccccc1)Nn1c(SCC(=O)c2ccccc2)nc2ccccc2c1=O	104.0	0.5
COc1ccc(S(=O)(=O)NCc2nc(-c3ccccc3)no2)cc1	106.0	-0.4
O=C(NC1CCCCC1)c1ccc2c(Cl)c3c(nc2c1)CCCC3	102.0	0.1
N#CCN(CC#N)C(=O)Cc1cccs1	102.0	0.1
O=c1c2ccccc2nc(-c2ccc(Cl)cc2)n1CCCOc1ccccc1F	104.0	-0.4
COc1cc(-c2noc(CCC(=O)Nc3cc(C)ccc3C)n2)cc(OC)c1OC	105.0	-0.5
Cc1ccc(CN(C)C(=O)c2n[nH]c3ccccc23)o1	107.0	-0.4
CC(=O)N1C(=O)/C(=C\c2cccnc2)NC1=S	120.0	1.5
COc1ccc(OCC(=O)Nc2ccc(-c3nc4ncccc4o3)cc2)cc1	100.0	-0.6
O=C1NC(=O)C(=CN2CCc3ccccc32)C(=O)N1	98.0	-0.9
O=C(OCc1ccc2c(c1)OCO2)c1ccccc1Br	102.0	0.2
O=C(Cn1nnc(-c2ccccc2)n1)NCCC1=CCCCC1	104.0	1.1
COc1ccccc1CNC(=O)COCc1cc(-c2ccc3c(c2)OCO3)on1	110.0	0.5

Fetched by structure from above, three records:
SMILES	PV pol inh	PV pol inh FP z-score
COc1ccc(OCC(=O)Nc2ccc(-c3nc4ncccc4o3)cc2)cc1	100.0	-0.6
COc1ccccc1C(=O)Nc1cc2c(cc1N1CCCC1)n(C)c(=O)c(=O)n2C	112.0	1.1
Cc1cccc(CCNC(=O)CCc2c(C)nc3ncnn3c2C)c1	109.0	0.5
